# Jurkat NFkB inh = inhibitors of induced NF-kB luciferase reporter, primary screen, TCR NF-kB activation inhibitor project, cell-based, luminescence, uHTS | Jurkat, PMA/ionomycin-induced NF-kB luciferase reporter | inhibition, % at 4 µM | 0.53% of 330,000 active; in the data active means inhibition above about 50%
# EBI2 antag = EBI2 receptor antagonists, beta-arrestin recruitment, primary screen, cell-based, luminescence, 7a,25-OHC stimulation, uHTS; G-protein coupled receptor 183 (Homo sapiens), P32249; 7a,25-OHC stimulated; inhibition, % at 5 µM; 0.81% of 360,000 active; in the data active means inhibition above about 38%;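 further: enzyme fragment complementation signal reports receptor beta-arrestin coupling in cells; 0% = agonist plus DMSO wells and 100% = wells without agonist; some results beyond the cut were filed as inactive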
# Target sequence (P32249 whole entry, looked up, the tested form may be a part): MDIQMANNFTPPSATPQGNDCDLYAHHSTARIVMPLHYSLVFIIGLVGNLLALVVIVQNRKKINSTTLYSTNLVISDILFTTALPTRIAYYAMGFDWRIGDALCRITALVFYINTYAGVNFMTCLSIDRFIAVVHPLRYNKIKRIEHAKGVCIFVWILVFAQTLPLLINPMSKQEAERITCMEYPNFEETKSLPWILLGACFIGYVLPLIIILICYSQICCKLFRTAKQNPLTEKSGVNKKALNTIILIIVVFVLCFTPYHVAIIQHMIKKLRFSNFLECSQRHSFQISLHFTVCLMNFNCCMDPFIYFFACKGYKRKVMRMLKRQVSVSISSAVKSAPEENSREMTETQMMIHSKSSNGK
# CCR6 antag = CCR6 receptor antagonists, primary screen, cell-based, CHO-K1, luminescence, beta-arrestin, uHTS. CHO-K1 CCR6 PathHunter beta-arrestin, CCL20-stimulated. inhibition, % at 20 µM. 0.49% of 340,000 active. AID 493098, 2011;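 active means compounds whose inhibition of the agonist-driven luminescence signal at 20 µM reaches about 50%, limit read from the data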;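 further: cells stimulated with CCL20 at 14 nM final; plate controls were DMSO with CCL20 for no effect and DMSO without agonist for full effect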
# Target sequence (P51684 whole entry, looked up): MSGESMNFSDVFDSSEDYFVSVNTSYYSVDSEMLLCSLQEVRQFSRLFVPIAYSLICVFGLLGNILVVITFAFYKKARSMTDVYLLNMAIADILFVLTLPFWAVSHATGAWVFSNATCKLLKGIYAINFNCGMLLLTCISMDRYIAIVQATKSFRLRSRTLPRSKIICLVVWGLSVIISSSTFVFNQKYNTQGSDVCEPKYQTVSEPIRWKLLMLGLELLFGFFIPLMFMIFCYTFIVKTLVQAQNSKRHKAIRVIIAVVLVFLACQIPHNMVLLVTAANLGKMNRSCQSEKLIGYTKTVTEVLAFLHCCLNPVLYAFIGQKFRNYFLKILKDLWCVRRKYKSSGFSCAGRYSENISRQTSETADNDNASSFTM
# Gli-Sufu antag = Gli-Sufu pathway antagonists, primary screen, luciferase luminescence, Sufu-KO-LIGHT cells, uHTS | 0.74% of 340,000 active | Sufu-KO-LIGHT fibroblasts, Gli luciferase reporter luminescence | inhibition, % at 5 µM;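 active means inhibition above about 55%, limit read from the data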;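 further: 0% = DMSO-treated cells and 100% = wells with medium but no cells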
# 697 NFkB inh = inhibitors of PMA/ionomycin-induced NF-kB reporter, 697 cells, primary screen, B-cell NF-kB inhibitor project, cell-based, luminescence, uHTS | 0.33% of 330,000 active | AID 435022, 2010 | inhibition, % at 4 µM | 697 B-cell NF-kB luciferase reporter, 16 h; in the data active means inhibition above about 35%
# APJ antag = antagonists of human apelin receptor APJ, primary screen, CHO-K1 cells, beta-arrestin complementation, luminescence. P35414. inhibition, % at 20 µM. 0.32% of 330,000 active. AID 2521, 2010;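 active means inhibition above about 40% at 20 µM, limit read from the data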;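 further: cells challenged with 10 nM apelin-13 agonist together with compound; plate controls were apelin-13 plus DMSO wells for no effect and DMSO wells lacking apelin-13 for full effect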
# CXCR6 block = CXCR6 receptor inhibitors, primary screen, cell-based, beta-arrestin, luminescence, CHO-K1 PathHunter, 1536-well. C-X-C chemokine receptor type 6 (Homo sapiens), O00574. inhibition, % at 20 µM. 0.36% of 360,000 active. AID 602244, 2012; in the data active means inhibition above about 34%, passing the limit was not always enough;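 further: antagonist mode with CXCL16 agonist at 10 nM final; 0% = 10 nM CXCL16 with DMSO and 100% = unstimulated wells without agonist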
# Target sequence (O00574 whole entry, looked up): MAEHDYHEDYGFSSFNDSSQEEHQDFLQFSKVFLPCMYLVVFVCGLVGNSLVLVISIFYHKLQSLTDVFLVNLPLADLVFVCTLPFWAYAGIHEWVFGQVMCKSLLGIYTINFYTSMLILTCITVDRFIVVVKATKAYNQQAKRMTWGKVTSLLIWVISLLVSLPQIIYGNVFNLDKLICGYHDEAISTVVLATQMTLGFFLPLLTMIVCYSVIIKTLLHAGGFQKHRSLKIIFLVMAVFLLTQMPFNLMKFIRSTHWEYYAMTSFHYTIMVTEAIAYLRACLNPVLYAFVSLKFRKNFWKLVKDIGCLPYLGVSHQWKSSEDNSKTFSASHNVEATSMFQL
# UBC13 inh = UBC13 polyubiquitin chain formation inhibitors, primary screen, biochemical, TR-FRET, uHTS. inhibition, % at 20 µM. 0.47% of 330,000 active. AID 485273, 2010; in the data active means inhibition above about 45%, passing the limit was not always enough
# The depositor's hits bear a star; nt = no result given.
(1) Cn1nnc(NC(=S)NC(=O)/C=C/c2ccco2)n1
(2) Cc1n[nH]c(=O)n1-c1ccc(C(C)(C)C)cc1
(3) Cn1c(SCc2nc3ccccc3[nH]2)nnc1-c1ccccn1
(4) O=C(c1cc(-c2ccccc2)nc2ccccc12)N1CCN(c2ccccc2O)CC1
(5) Cn1c(=O)oc2cc(S(=O)(=O)N3CCC(C(=O)NCc4cccs4)CC3)ccc21

Assay by compound | 1 | 2 | 3 | 4 | 5
Jurkat NFkB inh | 8 | -15 | 7 | 16 | 9
EBI2 antag | -3 | -6 | -1 | 7 | -7
CCR6 antag | 5 | 2 | 12 | -3 | 4
Gli-Sufu antag | 2 | 4 | -1 | 13 | -3
697 NFkB inh | 3 | 17 | 19 | -14 | 7
APJ antag | 24 | 6 | -12 | -58 | 11
CXCR6 block | 6 | -5 | 1 | -7 | 2
UBC13 inh | -4 | 8 | 3 | -9 | 2

(6) S=C(NCc1ccccc1Cl)Nc1ccccc1Cl
(7) O=C(CSc1ncnc2scc(-c3ccc(F)cc3)c12)c1ccc2c(c1)OCCO2
(8) Cc1ccc(NC(=O)N2CCCCC2)cc1NC(=O)N1CCCCC1
(9) COC(=O)[C@@H](NC(=O)NC1CCN(Cc2ccccc2)CC1)C(C)C
(10) CC(C)c1ccc(OCC(=O)Nc2cccc(C(=O)Nc3ccccc3C(=O)O)c2)cc1

Assay by compound | 6 | 7 | 8 | 9 | 10
Jurkat NFkB inh | -2 | 11 | 10 | 12 | -8
EBI2 antag | -6 | 15 | -3 | -3 | -4
CCR6 antag | -2 | 27 | -5 | -1 | 2
Gli-Sufu antag | -4 | 9 | 29 | -8 | 5
697 NFkB inh | 14 | -18 | 1 | 12 | 29
APJ antag | -19 | 2 | 18 | -5 | 13
CXCR6 block | -6 | -12 | 11 | 8 | 1
UBC13 inh | 15 | -3 | 6 | 6 | -11

(11) O=C(O)CC(NC(=O)CCc1ccccc1)c1ccc(Cl)cc1 (stereo unspecified)
(12) CCCOc1ccc(-c2c(C(=O)N/N=C/c3cccnc3)nnn2-c2nonc2N)cc1
(13) O=C(NCCNC(=O)c1cnccn1)c1ccc(Cl)c(Cl)c1
(14) COc1ccc(C(=O)c2cc3ccc(O)cc3oc2=O)cc1
(15) CC(=O)NC1CC2CCCC(C1)N2Cc1ccc(C)cc1 (stereo unspecified)

Assay by compound | 11 | 12 | 13 | 14 | 15
Jurkat NFkB inh | -19 | 2 | 14 | -7 | -36
EBI2 antag | -1 | 2 | 7 | 4 | -2
CCR6 antag | 5 | 6 | 4 | 7 | 8
Gli-Sufu antag | 5 | 11 | 28 | -10 | 7
697 NFkB inh | 20 | 9 | -5 | 20 | -32
APJ antag | -7 | -3 | 7 | 10 | 13
CXCR6 block | -4 | 2 | 5 | -4 | 3
UBC13 inh | -1 | -3 | -8 | 15 | 2

(16) Nc1nc(SCC(=O)Nc2ccccc2)nc2nc3c(cc12)CCCC3
(17) C=CCn1nnc2sc3c(c2c1=O)CCC(C)C3 (stereo unspecified)
(18) CC(C)CC(=O)N1CCN(Cc2cccc([N+](=O)[O-])c2)CC1
(19) COc1ccc2c(c1)c1c(n2C)[C@@H]2CC=C(CO)[C@@H](C1)N2C
(20) COc1ccccc1C1C=C(c2ccc(Cl)cc2)Nc2nc(NS(C)(=O)=O)nn21 (stereo unspecified)

Assay by compound | 16 | 17 | 18 | 19 | 20
Jurkat NFkB inh | -2 | -13 | 3 | -8 | -7
EBI2 antag | -2 | -10 | -6 | -3 | nt
CCR6 antag | 1 | -10 | 14 | 8 | nt
Gli-Sufu antag | -15 | -20 | -7 | 21 | nt
697 NFkB inh | -3 | -17 | -14 | -12 | 1
APJ antag | -5 | 26 | -13 | 3 | 11
CXCR6 block | -3 | 10 | -4 | -10 | nt
UBC13 inh | -1 | 1 | 0 | -2 | 19

(21) CCNC(=S)NNC(=O)c1cc(CC(C)C)nc2ccccc12
(22) CC(Sc1nnc(-c2ccc(Cl)cc2)n1N)C(=O)NCC1CCCO1 (stereo unspecified)
(23) Cc1ccc(NC(=O)c2ccc3nc(N4CCOCC4)sc3c2)c(Cl)c1
(24) Cn1c(Cn2cnc3ccccc32)nnc1SCC(=O)CC(=O)Nc1ccccc1
(25) CCN(Cc1ccccc1)S(=O)(=O)c1ccc2c(c1)NC(=O)CS2

Assay by compound | 21 | 22 | 23 | 24 | 25
Jurkat NFkB inh | -6 | 2 | -15 | -17 | 17
EBI2 antag | 5 | -8 | 1 | 8 | 4
CCR6 antag | 20 | -6 | 8 | 6 | 2
Gli-Sufu antag | -2 | 4 | -14 | -6 | 43
697 NFkB inh | 7 | 16 | -70 | -1 | -10
APJ antag | 25 | 1 | -78 | -6 | 13
CXCR6 block | 11 | -6 | 10 | 4 | -13
UBC13 inh | -7 | 2 | -10 | 5 | -10

# New compounds follow.
# Value order – Jurkat NFkB inh	EBI2 antag	CCR6 antag	Gli-Sufu antag	697 NFkB inh	APJ antag	CXCR6 block	UBC13 inh
26) O=c1[nH]c(/C=C/c2cccnc2)c([N+](=O)[O-])c(=O)[nH]1
→ 8	-1	8	-4	3	3	1	4
27) COCCOC(=O)C1=C(C)NC(=O)NC1C1CC=CCC1 (stereo unspecified)
→ -1	-4	-15	4	-11	17	-10	-12
28) Nc1c(C(=O)NCc2ccco2)c2nc3ccccc3nc2n1CCc1ccccc1F
→ 8	8	-17	4	13	24	-4	-24
29) COC(=O)[C@@H]1C[C@H]1[C@@H](NC(=O)c1ccccc1)c1ccccc1
→ -7	6	13	35	8	12	1	1
30) O=C(CC(=O)c1ccccc1)Nc1cc(C(F)(F)F)ccc1Cl
→ 5	9	31	4	7	15	13	5
31) CC(=O)c1cccc(N=C2NC(=O)CS2)c1
→ 5	5	4	-3	14	8	-4	-2
32) CCN1CCN(C(=O)/C=C/c2ccc(F)cc2)CC1
→ -14	84*	4	4	10	2	0	-3
33) CCN(CC)CCN(CC(=O)Nc1c(C)cc(C)cc1C)C(=O)c1ccccc1
→ 10	-3	1	nt	8	15	-10	5
34) Cc1c(C(=O)O)sc(S(=O)(=O)N2CCN(C(=O)CC(C)c3ccccc3)CC2)c1C(=O)O (stereo unspecified)
→ nt	-6	2	-1	nt	nt	-1	nt
35) CCN1CCN(C(=O)c2ccccc2N(C)S(=O)(=O)c2ccc(C)cc2)CC1
→ 7	-6	-3	12	8	-6	3	9
36) CN(C(=O)CSc1nnc(-c2cccnc2)n1-c1ccccc1F)C1CCS(=O)(=O)C1 (stereo unspecified)
→ -2	1	-6	14	19	-10	2	3
37) COc1ccccc1C(=O)NNC1=C(C(=O)C(F)(F)F)CCC1
→ -2	9	59*	14	-34	19	44*	-4
38) O=C(c1c(F)cccc1F)N1CCN(c2ncccn2)CC1
→ 6	-6	3	10	24	0	-5	-2
39) CCn1c(SCC(=O)N2CCC(C)CC2)nnc1-c1ccco1
→ 9	5	23	21	8	0	7	4
40) Clc1nc(Cl)nc(NCCC2=CCCCC2)n1
→ -7	-4	0	16	12	4	-4	3
41) Cc1nn(-c2ccccc2)c2sc(C(=O)OCC(=O)N3CCCCC3)cc12
→ -17	1	11	nt	-15	25	-3	14
42) Cc1ccc(NC(=O)C2C(=O)N(CCO)C3(C)CC2c2ccccc2O3)cc1 (stereo unspecified)
→ -8	0	3	-3	10	-4	4	7
43) CCOc1ccc(C2c3c(oc4cc(C)c(C)cc4c3=O)C(=O)N2CCCN(C)C)cc1OC (stereo unspecified)
→ -4	0	-4	1	-7	-3	-5	8
44) CCN(CCS(=O)(=O)c1ccc(Cl)cc1)C(=O)Nc1ccccc1
→ -6	-7	-1	4	14	17	0	10
45) CCOC(=O)CCCNC(=O)COC(=O)c1ccc(O)cc1
→ 17	0	3	-4	24	-1	-3	0
46) COc1ccccc1C(=O)NNC(=O)c1cccc(F)c1
→ -56	-5	15	-29	-76	7	-1	2
47) COc1ccccc1NC(=O)C1=C(C)NC(=O)NC1c1cccs1 (stereo unspecified)
→ -2	7	12	-14	18	0	-6	-1
48) COC(=O)c1ccc(NS(=O)(=O)c2cc3c4c(c2)C(C)C(=O)N4CCC3)cc1 (stereo unspecified)
→ -1	-3	-4	-4	12	-4	4	0
49) Cc1ccc2sc(N(CCCN(C)C)C(=O)c3ccc(S(=O)(=O)N4CCc5ccccc5C4)cc3)nc2c1C
→ -12	-16	-1	23	-18	4	6	24
50) CC(=O)Oc1ccc(Cl)cc1CN(C(C)=O)C1CCCCC1
→ nt	10	6	-3	nt	nt	-4	nt
51) O=C(c1ccc2c(c1)OCO2)C1CCCN(C(=O)C2CCOCC2)C1 (stereo unspecified)
→ -15	-9	4	1	18	1	-2	-2
52) Cc1ccc2c(C)cc(=S)[nH]c2c1
→ nt	0	-20	2	nt	nt	-7	nt
53) CCOC(=O)c1ccc(NC(=O)CN2CCN(c3ccccc3)CC2)cc1
→ 2	12	14	-4	3	0	3	5
54) O=C(Nc1cccnc1)c1ccc(COc2ccccc2Br)cc1
→ 0	14	9	38	-17	-6	-22	7
55) COc1ccc(Cc2nnc(SCC(=O)Nc3cc(Cl)ccc3OC)[nH]c2=O)cc1
→ 11	14	7	-1	-2	5	6	8
56) Cc1cc2c(c(=O)n1CCN(C)C)C(c1ccncc1)C(C#N)=C(N)O2 (stereo unspecified)
→ 3	-6	-9	-4	12	16	-6	-2
57) Cc1ccc(CC2CC(=O)N(c3nc4ccccc4s3)C2=O)cc1 (stereo unspecified)
→ 10	-7	-6	-2	4	5	0	8
58) COC(=O)[C@@H](NC(=O)NC(C)CCc1ccccc1)C(C)C (stereo partly specified)
→ 5	-5	5	-11	6	6	-1	6
59) Cc1ccc(S(=O)(=O)N2CCOCC2)cc1NC(=O)COC(=O)CNC(=O)c1ccc(C(C)(C)C)cc1
→ -5	6	7	-2	9	-4	11	-4
60) COc1ccc2[nH]c(=O)c(CNc3ccccc3C)cc2c1
→ -118	-5	6	-2	-115	-23	-3	-9
61) Cc1ccc(-c2ccc(/C=N/NC(=S)Nc3ccccc3)o2)cc1[N+](=O)[O-]
→ -15	37	15	-4	-3	-29	14	-11
62) CC(C)(C)CC(=O)NC(=S)NCc1ccccc1
→ 3	-9	7	-11	-2	13	5	8
63) O=C(CNC(=O)c1ccccn1)N/N=C/c1ccccc1
→ 3	11	8	-4	-14	10	-2	-5
64) COc1ccc(N(CC(=O)Nc2cccc(C)c2)S(=O)(=O)c2ccc(C)cc2)cc1OC
→ 0	15	12	13	5	1	2	7
65) O=S(=O)(c1ccccc1)N1N=C(c2ccc(Cl)cc2)CC1c1ccco1 (stereo unspecified)
→ 2	5	23	5	-4	19	-4	-2

# In the list so far, 8 contain an aryl thioether with sulfur outside any ring:
# Value order – Jurkat NFkB inh	EBI2 antag	CCR6 antag	Gli-Sufu antag	697 NFkB inh	APJ antag	CXCR6 block	UBC13 inh
3) Cn1c(SCc2nc3ccccc3[nH]2)nnc1-c1ccccn1
→ 7	-1	12	-1	19	-12	1	3
7) O=C(CSc1ncnc2scc(-c3ccc(F)cc3)c12)c1ccc2c(c1)OCCO2
→ 11	15	27	9	-18	2	-12	-3
16) Nc1nc(SCC(=O)Nc2ccccc2)nc2nc3c(cc12)CCCC3
→ -2	-2	1	-15	-3	-5	-3	-1
22) CC(Sc1nnc(-c2ccc(Cl)cc2)n1N)C(=O)NCC1CCCO1 (stereo unspecified)
→ 2	-8	-6	4	16	1	-6	2
24) Cn1c(Cn2cnc3ccccc32)nnc1SCC(=O)CC(=O)Nc1ccccc1
→ -17	8	6	-6	-1	-6	4	5
36) CN(C(=O)CSc1nnc(-c2cccnc2)n1-c1ccccc1F)C1CCS(=O)(=O)C1 (stereo unspecified)
→ -2	1	-6	14	19	-10	2	3
39) CCn1c(SCC(=O)N2CCC(C)CC2)nnc1-c1ccco1
→ 9	5	23	21	8	0	7	4
55) COc1ccc(Cc2nnc(SCC(=O)Nc3cc(Cl)ccc3OC)[nH]c2=O)cc1
→ 11	14	7	-1	-2	5	6	8
